# KinaseGlo FLuc: Counterscreen for Luciferase (Kinase-Glo TM) Inhibition | Luciferin 4-monooxygenase (Photuris pensylvanica), Q27757 | Kinase-Glo luciferase, ATP luminescence, 8 min | Potency, µM (highest dose often 38.3 µM), inactives show top-dose activity change, negative = inhibition, hits mostly inhibitors | hit rate 0.28% among 200,000 | AID 1379, 2008; also: potency is read from the fitted curve at half-maximal effect; % is scaled to controls: 0 for no effect and ±100 for the full control effect; nearly all actives have a fitted effect of over 60% in size
#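 Recombinant Kinase-Glo luciferase, 10 uM ATP (linear range), luciferin; imidazole pH 7.2 / KCl / MgCl2 / Tween / BSA buffer; 8 min RT; luminescence.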
# HttQ103 aggreg: qHTS Multiplex Assay to Identify Dual Action Probes in a Cell Model of Huntington: Aggregate Formation (GFP). hit rate 1.1% among 220,000. PC12 HttQ103-GFP aggregates, Acumen cytometry, 40 h. Potency, µM (series often up to 46.1 µM), for inactives: at the highest dose activity change, negative = inhibition, actives largely listed as inhibitors. AID 1688, 2009; also: potency is read from the fitted curve at half-maximal effect; % is scaled to controls: 0 for no effect and ±100 for the full control effect; nearly all actives have a fitted effect of over 60% in size
#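 Aggregate formation scored by laser-scanning cytometer (488 excitation, 500–530 emission) in lysed PC12 cells expressing Q103-GFP after 100 nM tebufenozide induction; library tested in dose series, with ATPLite reagent added in the multiplex.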
# LMNA splice mod: qHTS Assay for Modulators of Lamin A Splicing | Potency, µM (doses to about 46.1 µM), without a hit: at the highest dose ratio change, negative = inhibition, usual class: inhibitors | HeLa LMNA splicing GFP/RFP minigene ratio, 48 h | hit rate 0.01% among 200,000; active = well fitted inhibition curve with a large enough effect in the signal ratio, with a control signal flat, not every such curve was filed as active; inconclusive = small, poorly fitted or top-dose-only effect, or effect the other way, or a change in a side signal; the % refers to the signal ratio; also: potency is read from the fitted curve at half-maximal effect; % is scaled to controls: 0 for no effect and ±100 for the full control effect
#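 S3 HeLa cells stably expressing lamin A-EGFP splicing minigene plus DsRed2, 600 cells/well, 48 h compound exposure at 37C. Laser-scanning cytometry; analysed as GFP (500-530 nm)/RFP (575-640 nm) total intensity ratio; 0.5% DMSO vehicle.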
# IMPase Li inh: qHTS Assay for Identifying the Cell-Membrane Permeable IMPase Inhibitors: Potentiation with Lithium | CHO-M1 cells, IP1 TR-FRET (IP-One), carbachol + lithium | Potency, µM (doses to about 59.4 µM), for inactives: at the highest dose activity, negative = IMPase inhibition, hits mostly inhibitors | hit rate 0.35% among 210,000;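 also: IP1 builds up when IMPase is blocked and the TR-FRET signal falls; potency is read from the fitted curve at half-maximal effect; plate controls were basal vehicle for no effect and high inhibitor control for full effect; nearly all actives have a fitted effect of over 50% in size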
#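 Lithium-sensitised IP1 accumulation assay; M1-expressing CHO cells treated 30 min at 37C with compound. Competitive antibody detection by time-resolved FRET followed a 10 min room-temperature lysis step.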
# NPSR antag: qHTS Assay for Antagonists of the Neuropeptide S Receptor: cAMP Signal Transduction | Potency, µM (highest dose often 38.3 µM), inactives show top-dose activity change, negative = inhibition, usual class: inhibitors | Q6W5P4 | hit rate 1% among 220,000 | CHO-NPSR cells, cAMP TR-FRET, antagonist mode | AID 1461, 2008; also: potency is read from the fitted curve at half-maximal effect; % is scaled to controls: 0 for no effect and ±100 for the full control effect; nearly all actives have a fitted effect of over 50% in size; many of its hits are not listed in these tables
# Target sequence (Q6W5P4 whole entry, looked up): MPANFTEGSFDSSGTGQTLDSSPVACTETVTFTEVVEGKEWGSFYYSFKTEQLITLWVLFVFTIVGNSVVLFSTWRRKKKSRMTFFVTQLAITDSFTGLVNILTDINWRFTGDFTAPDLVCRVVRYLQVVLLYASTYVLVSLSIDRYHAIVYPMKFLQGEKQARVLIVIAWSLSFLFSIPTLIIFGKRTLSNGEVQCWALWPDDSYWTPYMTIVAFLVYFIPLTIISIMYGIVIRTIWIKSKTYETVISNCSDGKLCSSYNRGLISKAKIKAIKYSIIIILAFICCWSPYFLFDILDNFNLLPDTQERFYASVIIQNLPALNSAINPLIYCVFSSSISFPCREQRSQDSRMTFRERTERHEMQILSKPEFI
# CBFb-RUNX1 inh: qHTS Assay for Compounds Blocking the Interaction Between CBF-beta and RUNX1 for the Treatment of Acute Myeloid Leukemia | AlphaScreen CBFb-His/RUNX1-biotin binding, biochemical | Potency, µM (top dose mostly 59.8 µM), without a hit: at the highest dose activity, negative = inhibition, hits mostly inhibitors | 230,000 tested, under 10 active; also: % of control where 0% means no effect
# Target sequence (Q01196 whole entry, looked up): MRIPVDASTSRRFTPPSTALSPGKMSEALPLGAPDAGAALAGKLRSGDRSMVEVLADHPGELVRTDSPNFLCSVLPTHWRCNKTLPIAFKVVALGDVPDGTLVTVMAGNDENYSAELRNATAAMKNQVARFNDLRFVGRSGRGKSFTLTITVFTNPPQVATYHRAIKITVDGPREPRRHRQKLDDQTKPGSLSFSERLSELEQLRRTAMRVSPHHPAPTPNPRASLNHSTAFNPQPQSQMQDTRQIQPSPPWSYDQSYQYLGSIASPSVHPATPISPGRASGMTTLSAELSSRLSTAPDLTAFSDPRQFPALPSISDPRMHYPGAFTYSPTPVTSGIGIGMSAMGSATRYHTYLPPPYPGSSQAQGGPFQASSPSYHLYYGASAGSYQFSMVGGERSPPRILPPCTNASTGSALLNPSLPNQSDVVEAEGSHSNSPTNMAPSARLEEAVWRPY
# Target sequence (Q13951 whole entry, looked up): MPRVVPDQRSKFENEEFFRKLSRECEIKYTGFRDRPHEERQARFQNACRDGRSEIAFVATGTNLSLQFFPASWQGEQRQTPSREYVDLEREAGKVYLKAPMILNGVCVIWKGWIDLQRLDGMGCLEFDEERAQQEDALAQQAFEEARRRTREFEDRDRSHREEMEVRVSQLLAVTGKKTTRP
#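 AlphaScreen binding: CBFb-His and RUNX1-biotin (30 nM each) preincubated 20 min, compound added for 15 min, then nickel and streptavidin beads for 90 min, all at room temperature. Disruption of the interaction by any mechanism counts as activity.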
# Epigenetic reg: Quantitative High-Throughput Screen for Regulators of Epigenetic Control. murine LDR cells, GFP reporter derepression, 30 h. Potency, µM (series often up to 53.9 µM), for inactives: at the highest dose GFP activation, most hits filed as activators. hit rate 0.2% among 280,000; also: potency is read from the fitted curve at half-maximal effect; % of control where 0% means no effect; nearly all actives have a fitted effect of over 60% in size
#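 Murine LDR cells carrying a silenced, genomically integrated CMV-driven GFP reporter were exposed to compound for 30 hours at 37 C. After PBS washes, GFP-positive cells (20–120 um objects) were counted by laser-scanning microplate cytometry.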
# An asterisk follows results filed as active; ? = inconclusive; nt = no result given; [ ] = remark or other dose. Unless noted, calls follow the shape of the dose curve; as a rule, active = well fitted curve in the direction sought with a large enough effect; inconclusive = small, poorly fitted or top-dose-only effect, or another doubt; inactive = no such curve, though single readings can be large; an effect the other way counts as inactive or inconclusive.
SMILES,KinaseGlo FLuc,HttQ103 aggreg,LMNA splice mod,IMPase Li inh,NPSR antag,CBFb-RUNX1 inh,Epigenetic reg
COc1ccc(C(=O)COC(=O)c2ccco2)cc1,-24%,-5%,-2%,-13%[38.3 µM],-13%[46.1 µM],0%,-2.3%
COC(=O)c1sc2ccccc2c1NC(=O)c1cccs1,2%,-6%,-14%,4%[38.3 µM],-23%[46.1 µM],?,0.4%
Cc1cc(C(=O)CSc2nnc(-c3ccco3)o2)c(C)n1Cc1ccco1,0%,2%,-24%,29%[38.3 µM],-10%[46.1 µM],-2%,-1.0%
CCCCn1cnc2c(c1=O)c1nc3ccccc3nc1n2Cc1ccc2c(c1)OCO2,nt,-33%[9.22 µM],nt,nt,?,-3%,1.1%
O=C(N/N=C/C=C/c1ccco1)/C(=C/c1ccccc1)NC(=O)c1ccccc1,0%,7%,-16%,2%,-19%,-11%,1.0%
CN=C(C)c1c(O)c2ccccc2oc1=O,0%,20%[9.22 µM],12%,34%[activator][38.3 µM],-11%[46.1 µM],1%,1.3%
Nc1ccccc1Nc1cc(-c2ccccc2)nn1-c1cccc(Cl)c1,-1%,6%,?,6%,-45%,-23%,-1.0%
COc1ccc(S(=O)(=O)N2CN(Cc3ccco3)c3nc4ccccc4nc32)cc1,0%,?,?,21%[38.3 µM],?,-8%,?
CC(=O)N1c2c(cc(Br)cc2S(=O)(=O)N2CCN(c3ccccn3)CC2)CC1C (configuration not stated),-4%,-4%,-19%,20%[38.3 µM],-17%[46.1 µM],-1%,-0.4%
Cc1sc2c(c1C)CN(Cc1ccncc1)CN2C(=O)c1ccco1,-6%,6%,-7%,24%[38.3 µM],-20%[46.1 µM],3%,0.1%
O=C(CSc1nc2c(c(=O)n1-c1ccc(Br)cc1)SCC2)NCC1CCCO1 (configuration not stated),-1%,2%,3%,8%,1%,0%,-1.0%
O=[N+]([O-])c1ccccc1CSc1ccccn1,nt,6%[9.22 µM],nt,nt,-11%,6%,0.1%
NC(=O)C1CCN(C2CC(=O)N(Cc3ccc(N4CCCC4=O)cc3)C2=O)CC1 (configuration not stated),4%,6%,-2%,17%[38.3 µM],-5%[46.1 µM],-4%,0.7%
Cc1ccc(OCC(=O)NC(=S)Nc2cccc(NC(=O)c3ccc(Cl)cc3Cl)c2)cc1,-2%,31%,4%,5%,-6%,-2%,1.0%
COc1ccc(CCCc2nnc(SCC(=O)Nc3ncc(C)s3)o2)cc1,-2%,-16%,?,1%[38.3 µM],-12%[46.1 µM],3%,-4.9%
CCOCCCNC(=S)NCCNc1nc2ccc(C)cc2cc1C#N,0%,8%,-10%,14%,19%,3%,0.0%
COc1ccccc1OCCn1cc(/C=N/NC(=O)c2ccncc2)c2ccccc21,nt,14%[9.22 µM],nt,nt,-14%,-15%,0.0%
O=C1NCCCC1C(=O)N/N=C/c1cc([N+](=O)[O-])ccc1O (configuration not stated),nt,6%[9.22 µM],nt,nt,3%,?,-3.0%
CCN(CC)C(=O)c1sc2nc(-c3cccs3)cc(-c3ccc(Cl)cc3)c2c1N,-2%,1%,2%,?,-20%[46.1 µM],-11%,-2.3%
O=C(NCc1cccnc1)Nc1ccc2c(c1)OCO2,-1%,27%,nt,0%,-3%,6%,-0.4%
COC(=O)N/N=C(\C)c1ccc(C)c([N+](=O)[O-])c1,-13%,11%,-11%,2%,14%,5%,0.0%
O=C(CN1CCC(NC(=O)Cc2ccccc2)CC1)Nc1ccccc1Br,-2%,4%,?,23%,15%,?,1.0%
COc1cccc(-n2ccnc2SCC(=O)Nc2nccs2)c1,-1%,8%,10%,-15%[38.3 µM],-5%[46.1 µM],-9%,0.2%
O=C1c2ccccc2C(=O)N1CCOCCN1C(=O)c2ccccc2C1=O,-1%,-16%,-5%,6%[38.3 µM],11%[7.67 µM],4%,0.0%

# 4 entries already listed, arranged by heavy-atom count, descending.
SMILES,KinaseGlo FLuc,HttQ103 aggreg,LMNA splice mod,IMPase Li inh,NPSR antag,CBFb-RUNX1 inh,Epigenetic reg
Cc1ccc(OCC(=O)NC(=S)Nc2cccc(NC(=O)c3ccc(Cl)cc3Cl)c2)cc1,-2%,31%,4%,5%,-6%,-2%,1.0%
COc1ccccc1OCCn1cc(/C=N/NC(=O)c2ccncc2)c2ccccc21,nt,14%[9.22 µM],nt,nt,-14%,-15%,0.0%
COc1ccc(S(=O)(=O)N2CN(Cc3ccco3)c3nc4ccccc4nc32)cc1,0%,?,?,21%[38.3 µM],?,-8%,?
CCOCCCNC(=S)NCCNc1nc2ccc(C)cc2cc1C#N,0%,8%,-10%,14%,19%,3%,0.0%

# Further records.
SMILES,KinaseGlo FLuc,HttQ103 aggreg,LMNA splice mod,IMPase Li inh,NPSR antag,CBFb-RUNX1 inh,Epigenetic reg
COc1ccc(C2(CNC(=O)CCC(=O)O)CCCC2)cc1OC,0%,-4%,14%,?,4%[46.1 µM],1%,-1.0%
N/C(=N\OC(=O)CC1CCCCC1)c1ccncc1,1%,-20%[9.22 µM],?,5%,-16%,-1%,0.3%
Cc1ccccc1CSCCNC(=O)COc1ccc(Cl)cc1,-3%,-6%,-9%,15%,-7%,21%,0.0%
CCOc1ccc(OCCOCCOc2ccccc2Cl)cc1,-1%,-3%,-20%,6%,9%,?,-1.1%
CC(C)(C)NC(=O)Cn1nnc(-c2ccccc2Cl)n1,-6%,15%,16%,7%[38.3 µM],7%[46.1 µM],-7%,0.0%
Nc1ncnc2c1nc(SCCO)n2Cc1ccccc1,-1%,-21%,-1%[46 µM],-5%,13%,-18%,-2.0%
C/C(CC(=O)NCc1ccco1)=N\NC(=O)CC#N,-1%,nt,?,3%,10%,-1%,-0.1%
CCOC(=O)C(C)N1N=C(/C=C/c2ccc(C)cc2)CCC1=O (configuration not stated),-4%,24%,8%,13%[38.3 µM],-11%[46.1 µM],-4%,0.0%
CS(=O)(=O)N(Cc1ccccc1)c1ccc(C(=O)Nc2ccc3c(c2)OCO3)cc1,-2%,-4%,5%,26%[38.3 µM],?,7%,2.8%
Cc1ccc(Nc2cc(C)nn2-c2nc(C)cc(=O)[nH]2)cc1,0%,?,-3%,15%[38.3 µM],?,?,-2.3%
COc1ccc(NC(=O)c2ccc(COc3ccccc3)o2)cc1,-16%,-18%,11%,?,-20%[46.1 µM],-1%,?
CCC(Sc1ccc2nnc(-c3ccc(OC)c(OC)c3)n2n1)C(=O)O (configuration not stated),-3%,-3%,4%,-27%[38.3 µM],5%[46.1 µM],0%,2.4%
CCOc1ccc(N2CC(C(=O)Nc3cccc(S(=O)(=O)N4CCCCC4)c3)CC2=O)cc1 (configuration not stated),nt,-2%,nt,9%,-46%,-6%,-0.3%
C/C(=N\NC(=O)CNc1ccc(F)cc1)c1cc2ccccc2o1,-1%,-10%,-4%[46 µM],31%[activator],-20%,1%,0.8%
Nc1nonc1OCCN1CCN(c2ccc([N+](=O)[O-])c3cccnc23)CC1,nt,-9%[9.22 µM],nt,nt,-46%,6%,3.2%
CCOC(=O)C1=C(CNC2CCCCC2)NC(=O)NC1c1cc(C)ccc1C (configuration not stated),1%,-3%,14%,21%[38.3 µM],13%[46.1 µM],0%,-1.0%
COc1ccc(CN2CCCCC2C)cc1C (configuration not stated),8%,29%[9.22 µM],-8%,9%[38.3 µM],-11%[46.1 µM],-3%,-4.6%
Cc1ccc(S(=O)(=O)N(CC(=O)N2CCCCCC2)c2ccccc2)cc1,-4%,-17%,1%,21%[38.3 µM],-22%[46.1 µM],3%,0.8%
Cc1c(Cl)cccc1NC(=O)CCN1CCCC(C)C1 (configuration not stated),3%,-12%,8%,5%[38.3 µM],5%[46.1 µM],3%,-3.0%
COc1cccc(C(c2nnnn2CCc2ccccc2)N2CCN(c3ccccc3)CC2)c1OC (configuration not stated),2%,-20%,?,7%,-3%[46.1 µM],-10%,1.2%
CCc1ccccc1NC(=S)N(Cc1cccs1)C1CCCC1,-1%,4%,nt,6%,-39%,3%,-1.1%
CCOc1cc(NC(=S)Nc2cccc(OC)c2)c(OCC)cc1NC(=O)C1CC1,-3%,0%,3%,-9%[38.3 µM],-21%[46.1 µM],-7%,1.3%
O=C(Nc1ccc2c(c1)OCO2)Nc1ccc(Cl)cc1Cl,18%,-16%,13%,16%[38.3 µM],-9%[46.1 µM],-3%,-0.1%
CCOC(=O)N1CCN(CC(O)COCCC23CC4CC(CC(C4)C2)C3)CC1 (configuration not stated),-5%,-10%,-1%,20%[38.3 µM],-10%[46.1 µM],-1%,-1.0%
COc1ccccc1NC(=O)NCCc1c[nH]c2ccccc12,nt,-13%[9.22 µM],nt,nt,-3%,4%,0.1%
Cc1ccc(Cl)cc1NC(=O)CC1NC2CCCCC2NC1=O (configuration not stated),-8%,13%[9.22 µM],21%[46 µM],6%,-12%,2%,-1.6%
CCOC(=O)c1ccccc1NC(=O)CSc1nnc(COc2ccccc2)n1CC,-3%,-6%,?,15%[38.3 µM],-28%[46.1 µM],-5%,1.0%
CN1CCCC(OC(=O)c2cc(Br)ccc2Cl)C1 (configuration not stated),-5%,-16%,-1%,9%[38.3 µM],4%[46.1 µM],-2%,-2.5%
Fc1ccc(NCc2n[nH]c(=S)n2Cc2ccccc2)cc1,nt,13%,nt,6%,0%,9%,-0.3%
Nc1scc[n+]1Cc1cccc2cccnc12,nt,4%[9.22 µM],nt,nt,-5%,10%,-0.4%
CN1CCN(C(=O)CSc2ccc(C(F)(F)F)cc2[N+](=O)[O-])CC1,0%,7%,4%,3%,12%,-7%,1.0%
CC(NS(C)(=O)=O)C(c1cccs1)N1CCN(Cc2ccccc2)CC1 (configuration not stated),3%,-2%,6%,44%[activator][38.3 µM],-2%[46.1 µM],6%,0.0%
CC(C)(C)NC(=O)C(=O)N/N=C/c1cccs1,-5%,-3%,3%,5%[38.3 µM],-4%[46.1 µM],-3%,-1.1%

# Compound activity deposited in PubChem by National Center for Advancing Translational Sciences (NCATS).

# The list is partial; rates above refer to the full screens.
